# SDO1 yeast rescue: sdo1-depleted yeast growth rescue. S. cerevisiae sdo1-depleted JHY4D growth rescue, OD600 30 h; stronger effect = higher value; pdr5 snq2 efflux-pump mutant strain. z-score at 10 µM. AID 817. 140,000 compounds, 0.21% hits;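 active means z-score above 3 at both the 24 hr and the 30 hr optical density reads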;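 further: z-score against mean and SD of all compound wells on the same plate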
# INS promoter inh: TRM-6 insulin promoter activity inhibition; TRM-6 cells (human fetal islet line), insulin promoter-eGFP reporter, imaging; reporter expression induced with tamoxifen; inhibition, % at 2 µM; AID 1273; 130,000 compounds, 0.9% hits;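 active means inhibition above the mean plus 3 SD, with well images judged a real hit on visual review, cut at about 60% in these data, passing the limit was not always enough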
# SDO1 yeast rescue Rescue 24 h: also measured in SDO1 yeast rescue; calls as there; z-score; S. cerevisiae sdo1-depleted JHY4D growth rescue, OD600; measured here: growth rescue at 24 h;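 0 is the plate mean of compound wells and units are plate SD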
# The depositor's hits bear a star; · = no result given; & = joins results of further samples. Only part of the results is shown, so the mix of outcomes need not match the whole.
Cc1cccc(-n2c(O)c(C=NCc3cccnc3)c(=O)[nH]c2=O)c1C
  SDO1 yeast rescue = 1.8	SDO1 yeast rescue Rescue 24 h = 1.5	INS promoter inh = 0

CCC(=NCCc1c[nH]c2ccccc12)c1c(O)n(C)c(=O)n(C)c1=O
  SDO1 yeast rescue = -0.52	SDO1 yeast rescue Rescue 24 h = 0.05	INS promoter inh = 73

Cc1ccnc(-n2c(-c3ccco3)nc3ccccc3c2=O)c1
  SDO1 yeast rescue = 0.54	SDO1 yeast rescue Rescue 24 h = -0.39	INS promoter inh = -5

Cc1ccccc1NP(=O)(Oc1ccccc1F)Oc1ccccc1F
  SDO1 yeast rescue = -1.3	SDO1 yeast rescue Rescue 24 h = -1.4	INS promoter inh = 22

O=C1c2ccccc2C(=O)N1Cc1nc2ccccc2c(=O)n1-c1ccc(Br)cn1
  SDO1 yeast rescue = -2.1	SDO1 yeast rescue Rescue 24 h = -1.3	INS promoter inh = 33

COc1ccc(Cn2c(N)c(C(=O)NCc3ccco3)c3nc4ccccc4nc32)cc1
  SDO1 yeast rescue = -0.07	SDO1 yeast rescue Rescue 24 h = 1.4	INS promoter inh = 7

Cc1ccc[n+](CC(O)Cn2c3ccccc3c3ccccc32)c1 (stereo not given)
  SDO1 yeast rescue = 1.1	SDO1 yeast rescue Rescue 24 h = 0.49	INS promoter inh = -106

C=CCN1C(=O)CSc2ccc(C(=O)N3CCC4(CC3)OCCO4)cc21
  SDO1 yeast rescue = -0.49	SDO1 yeast rescue Rescue 24 h = -0.42	INS promoter inh = -27

O=C(Cn1nc(Cc2cccnc2)c2ccccc2c1=O)N1CCC2(CC1)OCCO2
  SDO1 yeast rescue = -0.19	SDO1 yeast rescue Rescue 24 h = -1.1	INS promoter inh = 11

N#CC1=C(N)Oc2c(c(=O)sc3ccccc23)C1c1ccncc1 (stereo not given)
  SDO1 yeast rescue = ·	SDO1 yeast rescue Rescue 24 h = ·	INS promoter inh = -43

CCOc1ccc(CN(CCCl)CCCl)cc1C(=O)OC
  SDO1 yeast rescue = 0.63	SDO1 yeast rescue Rescue 24 h = 0.93	INS promoter inh = 13

CCCNC(=O)c1c(N)n(CC2CCCO2)c2nc3ccccc3nc12 (stereo not given)
  SDO1 yeast rescue = -1.5	SDO1 yeast rescue Rescue 24 h = -0.4	INS promoter inh = ·

Cc1nc2ncnn2c(C)c1CCC(=O)N1CCC2(CC1)OCCO2
  SDO1 yeast rescue = 0.41	SDO1 yeast rescue Rescue 24 h = -0.45	INS promoter inh = ·

CN1C[C@H](CNC(=O)OCc2ccccc2)C[C@@H]2c3cccc4c3c(cn4C)C[C@H]21
  SDO1 yeast rescue = -0.69	SDO1 yeast rescue Rescue 24 h = 0.15	INS promoter inh = -50

O=C1N(CN2CCOCC2)c2ccccc2C1(O)c1c[nH]c2ccccc12 (stereo not given)
  SDO1 yeast rescue = 1.2	SDO1 yeast rescue Rescue 24 h = 1.1	INS promoter inh = 27

CCN1CCN(c2ccc([N+](=O)[O-])cc2C=C2C(=O)NC(=O)NC2=O)CC1
  SDO1 yeast rescue = 1.5	SDO1 yeast rescue Rescue 24 h = 1.7	INS promoter inh = 68

Cn1nc(-c2ccc(OCC(=O)N3CCN(Cc4ccccc4)CC3)cc2)c2ccccc2c1=O
  SDO1 yeast rescue = -1	SDO1 yeast rescue Rescue 24 h = -0.73&-0.26	INS promoter inh = -105

CC(=O)C1=C(C)OC(N)=C(C(=O)OC(C)C)C12C(=O)Nc1ccccc12 (stereo not given)
  SDO1 yeast rescue = 0.86	SDO1 yeast rescue Rescue 24 h = -0.18	INS promoter inh = 100*

[N-]=[N+]=CC(=O)OC[C@H](N)C(=O)O
  SDO1 yeast rescue = -0.26	SDO1 yeast rescue Rescue 24 h = -0.55	INS promoter inh = 36

CCC(=O)N1N=C2C3CCN(CC3)C2C1c1ccc(C)cc1 (stereo not given)
  SDO1 yeast rescue = 1	SDO1 yeast rescue Rescue 24 h = 0.48	INS promoter inh = 22

O=C(CSC1c2ccccc2-c2ccccc21)N/N=C/c1ccccc1
  SDO1 yeast rescue = -2	SDO1 yeast rescue Rescue 24 h = -1.5	INS promoter inh = 61

CCC(C(=O)N1CCC2(CC1)OCCO2)c1ccccc1 (stereo not given)
  SDO1 yeast rescue = 0.18	SDO1 yeast rescue Rescue 24 h = -0.67	INS promoter inh = 7

NCCc1nc2ccccc2s1
  SDO1 yeast rescue = ·	SDO1 yeast rescue Rescue 24 h = ·	INS promoter inh = 58

CN1CCN(C(=O)COc2ccc(C(C)(C)C)cc2Br)CC1
  SDO1 yeast rescue = -0.17	SDO1 yeast rescue Rescue 24 h = -0.69	INS promoter inh = -66

O=Cc1cn(CCCOc2ccccc2)c2ccccc12
  SDO1 yeast rescue = -1.3	SDO1 yeast rescue Rescue 24 h = -1.1	INS promoter inh = 7

# Reformatted as comma-separated lines: six of the compounds above.
SMILES,SDO1 yeast rescue,SDO1 yeast rescue Rescue 24 h,INS promoter inh
Cn1nc(-c2ccc(OCC(=O)N3CCN(Cc4ccccc4)CC3)cc2)c2ccccc2c1=O,-1,-0.73&-0.26,-105
Cc1nc2ncnn2c(C)c1CCC(=O)N1CCC2(CC1)OCCO2,0.41,-0.45,·
[N-]=[N+]=CC(=O)OC[C@H](N)C(=O)O,-0.26,-0.55,36
CC(=O)C1=C(C)OC(N)=C(C(=O)OC(C)C)C12C(=O)Nc1ccccc12 (stereo not given),0.86,-0.18,100*
O=C(Cn1nc(Cc2cccnc2)c2ccccc2c1=O)N1CCC2(CC1)OCCO2,-0.19,-1.1,11
CCCNC(=O)c1c(N)n(CC2CCCO2)c2nc3ccccc3nc12 (stereo not given),-1.5,-0.4,·

# In the list so far, four have a halogen:
Cc1ccccc1NP(=O)(Oc1ccccc1F)Oc1ccccc1F
  SDO1 yeast rescue = -1.3	SDO1 yeast rescue Rescue 24 h = -1.4	INS promoter inh = 22

O=C1c2ccccc2C(=O)N1Cc1nc2ccccc2c(=O)n1-c1ccc(Br)cn1
  SDO1 yeast rescue = -2.1	SDO1 yeast rescue Rescue 24 h = -1.3	INS promoter inh = 33

CCOc1ccc(CN(CCCl)CCCl)cc1C(=O)OC
  SDO1 yeast rescue = 0.63	SDO1 yeast rescue Rescue 24 h = 0.93	INS promoter inh = 13

CN1CCN(C(=O)COc2ccc(C(C)(C)C)cc2Br)CC1
  SDO1 yeast rescue = -0.17	SDO1 yeast rescue Rescue 24 h = -0.69	INS promoter inh = -66

# (listing goes on)
CC12CCC3C(CC=C4CC(O)CCC43C)C1C/C(=C\c1ccccc1F)C2=O (stereo not given)
  SDO1 yeast rescue = -0.74	SDO1 yeast rescue Rescue 24 h = -0.04	INS promoter inh = ·

CN1CCN(c2ccc(S(C)(=O)=O)cc2[N+](=O)[O-])CC1
  SDO1 yeast rescue = 0.87	SDO1 yeast rescue Rescue 24 h = 0.58	INS promoter inh = 24

CCC(=NCc1ccc2c(c1)OCO2)c1c(O)n(C2CCCCC2)c(=O)[nH]c1=O
  SDO1 yeast rescue = -1.8	SDO1 yeast rescue Rescue 24 h = -1.3	INS promoter inh = ·

CN(C)c1cccc2c(C#N)ccc(N(C)C)c12
  SDO1 yeast rescue = ·	SDO1 yeast rescue Rescue 24 h = ·	INS promoter inh = 87*

CCC(C)NC(=O)c1c(N)n(CCCOC)c2nc3ccccc3nc12 (stereo not given)
  SDO1 yeast rescue = -0.61	SDO1 yeast rescue Rescue 24 h = -0.7	INS promoter inh = -47

CN(C)CCN=Cc1c(O)n(-c2cccc(C(F)(F)F)c2)c(=O)[nH]c1=O
  SDO1 yeast rescue = 0.99	SDO1 yeast rescue Rescue 24 h = 0.87	INS promoter inh = 19

CP(=O)(O)CCCN
  SDO1 yeast rescue = 0.06	SDO1 yeast rescue Rescue 24 h = 0.41	INS promoter inh = ·

O=P(Nc1c(Cl)cccc1Cl)(c1ccccc1)c1nc2c(s1)CCCC2 (stereo not given)
  SDO1 yeast rescue = -0.68	SDO1 yeast rescue Rescue 24 h = 0.29	INS promoter inh = 19

Cc1cccc(N2C(=O)NC(=O)/C(=C/c3ccc([N+](=O)[O-])o3)C2=O)c1
  SDO1 yeast rescue = 0.78	SDO1 yeast rescue Rescue 24 h = 0.36	INS promoter inh = 12

O=C(Cc1ccccc1)Oc1ccc(N2C(=O)CCC2=O)cc1
  SDO1 yeast rescue = 0.9	SDO1 yeast rescue Rescue 24 h = 1	INS promoter inh = 19

CN(C)c1ccc([P+](=O)c2ccc(N(C)C)cc2)cc1
  SDO1 yeast rescue = ·	SDO1 yeast rescue Rescue 24 h = ·	INS promoter inh = 36

CCCCn1c(O)c(C(C)=Nc2ccc(C(=O)O)cc2)c(=O)[nH]c1=O
  SDO1 yeast rescue = -0.31	SDO1 yeast rescue Rescue 24 h = -0.92	INS promoter inh = -12

CCN(CC)c1nc2c(C)cccn2c(=O)c1C=C1C(=O)NC(=O)NC1=O
  SDO1 yeast rescue = ·	SDO1 yeast rescue Rescue 24 h = ·	INS promoter inh = -31

CCCCc1nc(N2CCNCC2)c(C#N)c2c1CSC(C)(C)C2
  SDO1 yeast rescue = -1.4	SDO1 yeast rescue Rescue 24 h = -1	INS promoter inh = 72

Cc1c(C(=O)C(=O)N2CCC3(CC2)OCCO3)c2ccccc2n1C
  SDO1 yeast rescue = ·	SDO1 yeast rescue Rescue 24 h = ·	INS promoter inh = 58

Cc1cc(C)cc(-n2c(O)c(C=Nc3ccc(N4CCOCC4)cc3)c(=O)[nH]c2=S)c1
  SDO1 yeast rescue = 1	SDO1 yeast rescue Rescue 24 h = 0.11	INS promoter inh = 6

CCC(=NCCN1CCCCC1)c1c(O)n(C)c(=O)n(C)c1=O
  SDO1 yeast rescue = 1	SDO1 yeast rescue Rescue 24 h = 0.41	INS promoter inh = -367

Fc1ccc(CCNCc2ccc(Br)cc2)cc1
  SDO1 yeast rescue = -0.35	SDO1 yeast rescue Rescue 24 h = -0.51	INS promoter inh = -4

CCCCCCn1c(O)c(C=NCCN2CCCCC2)c(=O)[nH]c1=O
  SDO1 yeast rescue = 0.14	SDO1 yeast rescue Rescue 24 h = -0.84	INS promoter inh = -378

OC(Cn1c2ccccc2c2ccccc21)C[n+]1ccccc1 (stereo not given)
  SDO1 yeast rescue = 0.08	SDO1 yeast rescue Rescue 24 h = -0.1	INS promoter inh = ·

COCCOC(=O)c1c(N)n(Cc2ccco2)c2nc3ccccc3nc12
  SDO1 yeast rescue = ·	SDO1 yeast rescue Rescue 24 h = ·	INS promoter inh = 16

Cn1cc(C(=O)c2ccccc2)c2ccccc21
  SDO1 yeast rescue = -0.44	SDO1 yeast rescue Rescue 24 h = -0.35	INS promoter inh = ·

CCC1(CCCC(=O)c2ccc(F)cc2)C(=O)NC(=S)NC1=O
  SDO1 yeast rescue = 0.28	SDO1 yeast rescue Rescue 24 h = 0.41	INS promoter inh = 13

COc1cc(C)c(CN2CCN(c3ccccc3)CC2)cc1C
  SDO1 yeast rescue = 0.18	SDO1 yeast rescue Rescue 24 h = 0.33	INS promoter inh = ·

OC1/C(=C/c2ccccc2C(F)(F)F)N2CCC1CC2 (stereo not given)
  SDO1 yeast rescue = ·	SDO1 yeast rescue Rescue 24 h = ·	INS promoter inh = 5

O=c1[nH]c(=O)n(Cc2ccco2)c(O)c1C=NCc1ccco1
  SDO1 yeast rescue = 1.8	SDO1 yeast rescue Rescue 24 h = 1.3	INS promoter inh = ·

O=C(OCC(=O)c1ccc([N+](=O)[O-])cc1)/C(=C/c1ccc(Cl)cc1)NC(=O)c1ccccc1
  SDO1 yeast rescue = -0.05	SDO1 yeast rescue Rescue 24 h = -0.17	INS promoter inh = -6

CC1CCN(CC(=O)c2ccccc2Cl)CC1
  SDO1 yeast rescue = 0.73	SDO1 yeast rescue Rescue 24 h = 0.14	INS promoter inh = ·

O=c1c2ccccc2nc(-c2ccc(Cl)cc2Cl)n1-c1ccncc1
  SDO1 yeast rescue = -1.5	SDO1 yeast rescue Rescue 24 h = -1.2	INS promoter inh = -30

COc1cccc(N2C(=O)NC(=O)C3(Cc4cc(C)ccc4N(C)C3)C2=O)c1 (stereo not given)
  SDO1 yeast rescue = 1	SDO1 yeast rescue Rescue 24 h = 0.25	INS promoter inh = 11

N#Cc1ccccc1Cn1cc(C(=O)c2cccs2)c2ccccc21
  SDO1 yeast rescue = -1.6	SDO1 yeast rescue Rescue 24 h = -0.47	INS promoter inh = -55

COc1ccc(NC(c2ccccc2F)P(=O)(Oc2ccccc2)Oc2ccccc2)cc1 (stereo not given)
  SDO1 yeast rescue = -0.36	SDO1 yeast rescue Rescue 24 h = -0.3	INS promoter inh = ·

Oc1ccc2ccccc2c1CN1CC=C(c2ccccc2)CC1
  SDO1 yeast rescue = ·	SDO1 yeast rescue Rescue 24 h = ·	INS promoter inh = 17

O=c1c2ccccc2nc(-c2ccco2)n1-c1nccs1
  SDO1 yeast rescue = 0.37	SDO1 yeast rescue Rescue 24 h = -0.08	INS promoter inh = -14

OC(c1ccncc1)(c1ccc(F)cc1)c1ccc(F)cc1
  SDO1 yeast rescue = -0.19	SDO1 yeast rescue Rescue 24 h = -0.6	INS promoter inh = ·

CC(=NC1CCN(Cc2ccccc2)CC1)c1c(O)n(C)c(=O)n(C)c1=O
  SDO1 yeast rescue = 0.8	SDO1 yeast rescue Rescue 24 h = 0.36	INS promoter inh = ·

CN1CCN(c2cc(N3CCCC3)c([N+](=O)[O-])cc2F)CC1
  SDO1 yeast rescue = -0.65	SDO1 yeast rescue Rescue 24 h = -0.62	INS promoter inh = -33

CCOC(=O)c1c(N)n(Cc2ccc(OC)cc2)c2nc3ccccc3nc12
  SDO1 yeast rescue = -1.3	SDO1 yeast rescue Rescue 24 h = -0.51	INS promoter inh = ·

Cn1c(=O)cc(OCC(=O)N2CCC3(CC2)OCCO3)c2ccccc21
  SDO1 yeast rescue = 0.93	SDO1 yeast rescue Rescue 24 h = 0.79	INS promoter inh = -19
